USP28 block: human USP28 deubiquitinase inhibition | AID 1645857 | hit rate 3% among 47,000 | inhibition, % at 25 µM | purified USP28, Ub-rhodamine cleavage fluorescence, 30 min | Q96RU2
UCHL1 inh: human UCHL1 deubiquitinase inhibition | purified UCHL1, Ub-rhodamine cleavage fluorescence | inhibition, % at 20 µM | hit rate 0.2% among 47,000 | AID 1645859
USP17 inh: inhibitors of human USP17 deubiquitinase; AID 1645855; inhibition, % at 50 µM; purified USP17, Ub-rhodamine cleavage fluorescence, 3 h; hit rate 6.5% among 47,000
OTUD3 inh: blocks human OTUD3 ubiquitin-rhodamine cleavage; purified OTUD3, Ub-rhodamine fluorescence, 2 h; hit rate 0.7% among 47,000; Q5T2D3; inhibition, % at 25 µM
USP8 inh: blocks human USP8 ubiquitin-rhodamine cleavage; hit rate 4.2% among 47,000; purified USP8, Ub-rhodamine cleavage fluorescence, 30 min; AID 1645853; inhibition, % at 20 µM
USP7 inh: inhibitors of human USP7 deubiquitinase. Q93009. purified USP7, Ub-rhodamine cleavage fluorescence. inhibition, % at 20 µM. hit rate 0.3% among 47,000. AID 1645854
Target sequence (Q93009 whole entry, looked up): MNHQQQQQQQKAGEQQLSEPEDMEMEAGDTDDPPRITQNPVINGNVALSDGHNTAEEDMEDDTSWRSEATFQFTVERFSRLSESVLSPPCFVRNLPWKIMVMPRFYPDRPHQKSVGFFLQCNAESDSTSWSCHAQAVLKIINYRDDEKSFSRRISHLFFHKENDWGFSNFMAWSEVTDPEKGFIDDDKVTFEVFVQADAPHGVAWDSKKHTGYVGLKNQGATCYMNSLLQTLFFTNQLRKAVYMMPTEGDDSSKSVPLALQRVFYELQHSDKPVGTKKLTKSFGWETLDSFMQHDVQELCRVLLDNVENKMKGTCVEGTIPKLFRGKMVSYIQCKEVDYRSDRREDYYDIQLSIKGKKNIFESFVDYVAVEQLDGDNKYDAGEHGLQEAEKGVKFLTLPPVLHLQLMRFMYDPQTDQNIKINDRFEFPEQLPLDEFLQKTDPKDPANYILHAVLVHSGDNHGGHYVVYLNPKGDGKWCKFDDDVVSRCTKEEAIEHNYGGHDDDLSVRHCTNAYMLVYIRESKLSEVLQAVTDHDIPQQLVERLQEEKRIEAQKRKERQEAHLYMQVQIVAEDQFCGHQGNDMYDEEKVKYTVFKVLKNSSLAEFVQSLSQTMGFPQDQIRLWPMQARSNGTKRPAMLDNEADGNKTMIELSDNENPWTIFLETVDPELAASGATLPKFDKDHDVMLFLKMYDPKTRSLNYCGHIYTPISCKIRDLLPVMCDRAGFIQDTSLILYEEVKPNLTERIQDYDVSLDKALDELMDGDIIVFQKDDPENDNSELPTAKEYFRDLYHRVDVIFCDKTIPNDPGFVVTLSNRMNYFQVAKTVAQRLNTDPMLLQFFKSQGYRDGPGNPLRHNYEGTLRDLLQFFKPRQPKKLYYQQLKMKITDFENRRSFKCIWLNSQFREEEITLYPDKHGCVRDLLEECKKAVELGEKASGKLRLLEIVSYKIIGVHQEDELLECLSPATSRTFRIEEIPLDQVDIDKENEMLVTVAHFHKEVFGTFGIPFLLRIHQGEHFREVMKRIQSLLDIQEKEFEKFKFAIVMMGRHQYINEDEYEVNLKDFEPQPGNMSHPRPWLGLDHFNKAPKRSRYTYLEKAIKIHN
USP10 block: human USP10 deubiquitinase inhibition | Q14694 | purified USP10, Ub-rhodamine fluorescence, 60 min | inhibition, % at 20 µM | hit rate 1.1% among 47,000
USP30 block: inhibitors of human USP30 deubiquitinase; purified USP30, Ub-rhodamine cleavage fluorescence; hit rate 5.3% among 47,000; inhibition, % at 25 µM
* hit, by the source's call; i = inactive; · = no result given. Cut-off read from the data, not from the text of the source: active = inhibition above about 30%; inactive = the rest.

Sample of the layout:
Assay codes: A = USP28 block; B = UCHL1 inh; C = USP17 inh; D = OTUD3 inh; E = USP8 inh; F = USP7 inh; G = USP10 block; H = USP30 block
c1cncc(-c2noc(C3CC34CCN(Cc3nc(C5CC5)no3)CC4)n2)c1 (stereo not drawn)
  A = -11 | B = -1 | C = -16 | D = -3 | E = -5 | F = 0 | G = -3 | H = -58

Cc1cc(C)c(C(=O)N2CCCC(C(=O)NCc3ccccc3)C2)[nH]1 (stereo not drawn)
  A = -6 | B = -8 | C = -8 | D = -1 | E = 0 | F = -1 | G = 1 | H = -27

CCCCN1C(=O)C2C(C(=O)Nc3ccc(Oc4ccccc4)cc3)C3C=CC2(O3)C1C(=O)NC1CCCCC1 (stereo not drawn)
  A = 3 | B = -3 | C = 2 | D = 16 | E = 14 | F = -5 | G = 15 | H = 11

Cn1c(=O)c2c(C(=O)N3CCN(c4ccccc4F)CC3)cc(=O)n(C)c2n(C)c1=O
  A = 1 | B = 0 | C = -2 | D = 8 | E = 10 | F = 2 | G = 0 | H = 14

Cc1ccc(-n2nnc(-c3noc(-c4ccccn4)n3)c2C)cc1
  A = -6 | B = -3 | C = -5 | D = -11 | E = -8 | F = -8 | G = -1 | H = -9

Cc1nnc(-c2cccn2CC(=O)Nc2ccc(Cl)cc2C)o1
  A = 5 | B = 3 | C = 20 | D = 10 | E = 23 | F = 1 | G = 0 | H = -31

CC1(c2cc3ccccc3o2)NC(=O)NC1=O (stereo not drawn)
  A = 4 | B = -2 | C = 5 | D = 8 | E = 0 | F = 0 | G = -2 | H = 21

Cc1nc(C(=O)Nc2cccc(Cl)c2Cl)nn1-c1cc(Cl)cc(Cl)c1
  A = 10 | B = 3 | C = 71* | D = 8 | E = 2 | F = 7 | G = 3 | H = 24

Cc1nc2cc(N3CC(C(=O)Nc4ccccc4)CC3=O)ccc2o1 (stereo not drawn)
  A = 0 | B = 0 | C = 5 | D = 1 | E = 0 | F = 1 | G = 0 | H = 13

Cc1ccccc1NC(=O)CCn1nc(C)c(S(=O)(=O)N2CCOCC2)c1C
  A = -5 | B = -4 | C = -23 | D = -6 | E = -16 | F = -2 | G = -2 | H = -21

Fc1cccc(-c2nc(-c3ccc(-n4cccn4)nc3)no2)c1
  A = 6 | B = 1 | C = 2 | D = 5 | E = 9 | F = 4 | G = 0 | H = 3

The whole of this part, repeating the preview:
Assay codes: A = USP28 block; B = UCHL1 inh; C = USP17 inh; D = OTUD3 inh; E = USP8 inh; F = USP7 inh; G = USP10 block; H = USP30 block
c1cncc(-c2noc(C3CC34CCN(Cc3nc(C5CC5)no3)CC4)n2)c1 (stereo not drawn)
  A = -11 | B = -1 | C = -16 | D = -3 | E = -5 | F = 0 | G = -3 | H = -58

Cc1cc(C)c(C(=O)N2CCCC(C(=O)NCc3ccccc3)C2)[nH]1 (stereo not drawn)
  A = -6 | B = -8 | C = -8 | D = -1 | E = 0 | F = -1 | G = 1 | H = -27

CCCCN1C(=O)C2C(C(=O)Nc3ccc(Oc4ccccc4)cc3)C3C=CC2(O3)C1C(=O)NC1CCCCC1 (stereo not drawn)
  A = 3 | B = -3 | C = 2 | D = 16 | E = 14 | F = -5 | G = 15 | H = 11

Cn1c(=O)c2c(C(=O)N3CCN(c4ccccc4F)CC3)cc(=O)n(C)c2n(C)c1=O
  A = 1 | B = 0 | C = -2 | D = 8 | E = 10 | F = 2 | G = 0 | H = 14

Cc1ccc(-n2nnc(-c3noc(-c4ccccn4)n3)c2C)cc1
  A = -6 | B = -3 | C = -5 | D = -11 | E = -8 | F = -8 | G = -1 | H = -9

Cc1nnc(-c2cccn2CC(=O)Nc2ccc(Cl)cc2C)o1
  A = 5 | B = 3 | C = 20 | D = 10 | E = 23 | F = 1 | G = 0 | H = -31

CC1(c2cc3ccccc3o2)NC(=O)NC1=O (stereo not drawn)
  A = 4 | B = -2 | C = 5 | D = 8 | E = 0 | F = 0 | G = -2 | H = 21

Cc1nc(C(=O)Nc2cccc(Cl)c2Cl)nn1-c1cc(Cl)cc(Cl)c1
  A = 10 | B = 3 | C = 71* | D = 8 | E = 2 | F = 7 | G = 3 | H = 24

Cc1nc2cc(N3CC(C(=O)Nc4ccccc4)CC3=O)ccc2o1 (stereo not drawn)
  A = 0 | B = 0 | C = 5 | D = 1 | E = 0 | F = 1 | G = 0 | H = 13

Cc1ccccc1NC(=O)CCn1nc(C)c(S(=O)(=O)N2CCOCC2)c1C
  A = -5 | B = -4 | C = -23 | D = -6 | E = -16 | F = -2 | G = -2 | H = -21

Fc1cccc(-c2nc(-c3ccc(-n4cccn4)nc3)no2)c1
  A = 6 | B = 1 | C = 2 | D = 5 | E = 9 | F = 4 | G = 0 | H = 3

CCN1CC[C@@]2(C(=O)N3CCCC3)CCN(C(=O)Nc3cccc(Cl)c3)CC[C@@H]12
  A = -7 | B = -5 | C = -11 | D = -2 | E = -65 | F = -5 | G = 0 | H = 0

COc1ccc(CC(=O)NCC(c2cccnc2)S(=O)(=O)c2ccc(C)cc2)cc1 (stereo not drawn)
  A = 6 | B = -1 | C = -17 | D = 10 | E = 8 | F = 0 | G = 0 | H = 28

Cc1nc(C2CCN(C(=O)Cc3ccccc3)CC2)ncc1C(N)=O
  A = 5 | B = 2 | C = 10 | D = 8 | E = 2 | F = 5 | G = 1 | H = 0

Cc1cn[nH]c1C1COCCN1C(=O)c1ccc2ncccc2c1 (stereo not drawn)
  A = -253 | B = -107 | C = -180 | D = -233 | E = -208 | F = -112 | G = -9 | H = i

Additional records
Assay codes: A = USP28 block; B = UCHL1 inh; C = USP17 inh; D = OTUD3 inh; E = USP8 inh; F = USP7 inh; G = USP10 block; H = USP30 block
CC(C)c1cc(C(=O)N2CCCC2c2ccccc2F)no1 (stereo not drawn)
  A = -3 | B = -1 | C = -4 | D = 0 | E = 1 | F = -4 | G = 0 | H = -1

O[C@H]1[C@H](O)[C@H](Oc2cccc(F)c2)CC[C@H]1NCc1cccnc1
  A = -3 | B = -5 | C = -2 | D = -2 | E = -4 | F = -2 | G = 0 | H = 17

COc1ccccc1CNC(=O)C1CCCN(c2nc3ccsc3c(=O)s2)C1 (stereo not drawn)
  A = 6 | B = 1 | C = 57* | D = 26 | E = 1 | F = 6 | G = 3 | H = 20

O=C(NC1CCCC1)C1CCCN(c2nnc3c(Cl)cccn23)C1 (stereo not drawn)
  A = -13 | B = -2 | C = -7 | D = -7 | E = 1 | F = 0 | G = -5 | H = -36

CCOC(=O)N1CCN(C(=O)CNC(=O)c2cc3c(OC)cccc3[nH]2)CC1
  A = 18 | B = 4 | C = 13 | D = 9 | E = 12 | F = 9 | G = 0 | H = 15

CCC(=O)N1CCc2[nH]nc(-c3ccc(Cl)cc3)c2C1
  A = -2 | B = -2 | C = -2 | D = -5 | E = 0 | F = -7 | G = 2 | H = -4

CC1CCCN(C(=O)CN2C(=O)COc3cc(S(=O)(=O)N4CCCC4)ccc32)C1 (stereo not drawn)
  A = 8 | B = -1 | C = 6 | D = 5 | E = -7 | F = -1 | G = -1 | H = 15

O=C(NCc1c(-c2ccc(Cl)cc2)nc2n1CCS2)c1cccnc1
  A = -4 | B = -1 | C = -10 | D = -8 | E = -18 | F = -9 | G = -4 | H = -35

COc1cccc(N2CCN(c3nc(-c4ccccc4F)no3)CC2)c1
  A = 0 | B = -1 | C = -5 | D = -2 | E = 0 | F = 0 | G = 5 | H = 7

O=C(CN1CCC(Nc2nc3c(c(=O)[nH]2)CCCC3)CC1)NC1CC1
  A = 8 | B = 0 | C = 8 | D = 15 | E = 10 | F = 3 | G = -1 | H = 22

COc1ccc(-c2nn(-c3ccccc3)cc2C(=O)N2CCN(CCN3CCCC3)CC2)cc1OC
  A = -20 | B = -2 | C = 5 | D = -22 | E = -32 | F = 1 | G = -8 | H = -95

O=C1NC2(CCC(=O)N(CC(=O)N3CCN(c4ccccn4)CC3)CC2)Nc2ccccc21 (stereo not drawn)
  A = -6 | B = -1 | C = -6 | D = 2 | E = -1 | F = 0 | G = 3 | H = 1

CC(=O)Nc1ccc(NC(=O)Cc2cccc3ccccc23)cc1
  A = 13 | B = 1 | C = 25 | D = 7 | E = 4 | F = 3 | G = 0 | H = 4

CCOC(=O)N1CCN(C(=O)c2cn(CC)c3ccc(S(=O)(=O)N4CCc5ccccc5C4)cc3c2=O)CC1
  A = 0 | B = 1 | C = 19 | D = 3 | E = 46* | F = 0 | G = 0 | H = -8

CNC(=O)C1CN(c2nc(C)cc(C)n2)CCN(C2CCOCC2)C1 (stereo not drawn)
  A = -22 | B = -2 | C = -17 | D = -15 | E = -1 | F = 3 | G = -2 | H = -38

Next section
Assay codes: A = USP28 block; B = UCHL1 inh; C = USP17 inh; D = OTUD3 inh; E = USP8 inh; F = USP7 inh; G = USP10 block; H = USP30 block
O=C1CC(=O)CC(c2ccc3c(c2)OCO3)C1
  A = 5 | B = 0 | C = 12 | D = 4 | E = 7 | F = -2 | G = 1 | H = 0

Cc1c(C(=O)N2CCCC2)cnn1-c1ccc(-c2nc(C3CC3)no2)cn1
  A = 2 | B = -1 | C = 2 | D = 7 | E = -198 | F = 1 | G = 0 | H = -1

CCn1nnc2cc(C(=O)NCc3ccc4c(c3)OCO4)ccc21
  A = 5 | B = -3 | C = -6 | D = -9 | E = -12 | F = -2 | G = -1 | H = -19

COc1cccc(CC(NC(C)=O)C(=O)NC2CCN(c3c(Cc4ccccc4)c(C)nc4ncnn34)CC2)c1 (stereo not drawn)
  A = -22 | B = -2 | C = -5 | D = -5 | E = -65 | F = -1 | G = -3 | H = -19

O=C(NCc1cc(F)cc(F)c1)c1csc(C(=O)N2CCCC2)n1
  A = 11 | B = 0 | C = 10 | D = 22 | E = 19 | F = 4 | G = 0 | H = 20

COc1ccc(CC(=O)Nc2ccc(C)c(S(=O)(=O)Nc3ccccc3OC)c2)cc1
  A = 0 | B = 2 | C = 1 | D = 0 | E = 0 | F = 7 | G = 10 | H = 4

COc1ccc(CN(C(=O)c2cccc(NS(C)(=O)=O)c2)C2CC2)cc1
  A = 2 | B = -1 | C = -1 | D = 5 | E = 4 | F = 3 | G = -3 | H = 0

CCN1CCN(c2ncc(C(=O)N3CCN(c4ccccc4)CC3)c3ccccc23)CC1
  A = 8 | B = -1 | C = 8 | D = 8 | E = 24 | F = 2 | G = -1 | H = 16

O=C(Nc1nc(C(=O)N2CCN(C(=O)c3ccco3)CC2)co1)C1CC1
  A = 6 | B = 1 | C = 3 | D = 2 | E = -61 | F = 5 | G = 4 | H = 8

O=C(Nc1ccc(OC(F)(F)F)cc1)C(=O)c1cn(CC(=O)N2CCOCC2)c2ccccc12
  A = -3 | B = 5 | C = -6 | D = -3 | E = -14 | F = 3 | G = -3 | H = -11

O=C(/C=C/c1cccc(Cl)c1)Nc1nc2ccccc2s1
  A = -180 | B = -25 | C = · | D = -153 | E = -24 | F = -18 | G = -7 | H = i

COc1ccccc1NC(=O)CSc1nc(=O)n2ccccc2n1
  A = 7 | B = 5 | C = 5 | D = 1 | E = -1 | F = 10 | G = -3 | H = 0

CC(C)c1ccc(C2CC(=O)c3cn[nH]c3C2)cc1 (stereo not drawn)
  A = 10 | B = 0 | C = 4 | D = 7 | E = 12 | F = -111 | G = -2 | H = 15

Clc1ccc2[nH]c3c(ccc4c5cc(Cl)ccc5[nH]c43)c2c1
  A = 13 | B = 1 | C = 16 | D = 4 | E = -4 | F = 7 | G = -1 | H = 29

O=C(Nc1cccc(Cl)c1)c1ccc2c(c1)nnn2CCN1CCOCC1
  A = 6 | B = 1 | C = 4 | D = -1 | E = -1 | F = -12 | G = -4 | H = 4

Next results:
Assay codes: A = USP28 block; B = UCHL1 inh; C = USP17 inh; D = OTUD3 inh; E = USP8 inh; F = USP7 inh; G = USP10 block; H = USP30 block
CC(Nc1ccc(C(F)(F)F)cc1[N+](=O)[O-])C(=O)OCC(=O)NC1CCCC1 (stereo not drawn)
  A = -37 | B = -1 | C = -55 | D = -27 | E = -110 | F = -41 | G = -4 | H = -65

Cc1cccc(NC(=O)C2CN(S(C)(=O)=O)c3ccccc3O2)c1 (stereo not drawn)
  A = -3 | B = 1 | C = 10 | D = -3 | E = 0 | F = 3 | G = 3 | H = 3

CC1CS(=O)(=O)N(c2ccc(C(=O)NCCc3ccc(Cl)cc3)cc2)C1=O (stereo not drawn)
  A = -2 | B = -4 | C = 2 | D = -5 | E = 11 | F = 4 | G = 3 | H = 0

COc1ccc(C2C3=C(NCCN=C3c3ccccc3)C(=O)N2c2ccccc2)cc1OC (stereo not drawn)
  A = 23 | B = 1 | C = 17 | D = 16 | E = 12 | F = 3 | G = 1 | H = 27

O=C(Nc1c(C(=O)N2CCCCCC2)oc2ccccc12)C1CCCCC1
  A = -1 | B = 0 | C = 0 | D = 0 | E = 3 | F = -158 | G = 7 | H = -7

O=C(Nc1ccccc1)C1Cn2ccnc2C2(CCN(C(=O)c3ccn[nH]3)CC2)O1 (stereo not drawn)
  A = 0 | B = -3 | C = -22 | D = 8 | E = -198 | F = 2 | G = 1 | H = 2

COc1ccc(C(C(=O)NCc2ccccc2)N(Cc2ccc(F)cc2)C(=O)CCN2CCc3ccccc32)cc1 (stereo not drawn)
  A = -13 | B = -1 | C = 0 | D = -14 | E = 8 | F = 0 | G = 3 | H = -42

Cc1cc(C)cc(NS(=O)(=O)c2cccc(-c3noc(C)n3)c2)c1
  A = · | B = 2 | C = 12 | D = 3 | E = 1 | F = 6 | G = 6 | H = ·

High-throughput results from PubChem.
